FLuc inhib CS – firefly luciferase enzyme inhibitors, primary screen, artefact control for luciferase-based inhibitor screens, biochemical, luminescence, ATPLite. Luciferin 4-monooxygenase (Photinus pyralis), P08659. inhibition, % at 10 µM. 200,000 tested, 1.5% active. AID 1006, 2008. 10 min;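 active = inhibition above about 50% when tested at 10 µM, limit read from the data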
Target sequence (P08659 whole entry, looked up): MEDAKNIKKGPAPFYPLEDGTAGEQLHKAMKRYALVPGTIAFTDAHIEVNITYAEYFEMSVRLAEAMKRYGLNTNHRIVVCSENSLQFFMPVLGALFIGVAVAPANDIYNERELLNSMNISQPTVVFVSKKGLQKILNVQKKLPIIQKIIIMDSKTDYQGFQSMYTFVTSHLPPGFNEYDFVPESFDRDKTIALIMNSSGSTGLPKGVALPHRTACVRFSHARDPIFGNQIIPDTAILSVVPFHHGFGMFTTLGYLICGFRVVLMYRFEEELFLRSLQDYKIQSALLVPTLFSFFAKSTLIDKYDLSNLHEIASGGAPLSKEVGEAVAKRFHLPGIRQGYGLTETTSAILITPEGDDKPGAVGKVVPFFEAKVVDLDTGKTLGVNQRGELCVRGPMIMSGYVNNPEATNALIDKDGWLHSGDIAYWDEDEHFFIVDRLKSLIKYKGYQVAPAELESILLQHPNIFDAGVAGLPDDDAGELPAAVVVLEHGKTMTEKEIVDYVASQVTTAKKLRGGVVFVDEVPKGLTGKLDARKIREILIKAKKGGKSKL
RAM network inh – inhibitors of the yeast RAM network, primary screen, dse1pr::URA3 reporter, 5-FOA selection | AID 868, 2007 | 190,000 tested, 1.8% active | inhibition, % at 50 µM | S. cerevisiae dse1pr::URA3 reporter, 5-FOA growth OD615, 2 d; analog-sensitive cbk1-as2 kinase mutant strain;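 active = inhibition above a set limit, 3 SD over mean compound inhibition, cut at about 8.4% in these data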;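 also: 0% = DMSO-only wells with no growth and 100% = 10 µM 1-NA-PP1 full growth; inhibition rescues growth on 5-FOA so higher OD means more RAM inhibition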
FLuc act counter – FLuc activators, initial screening, artefact control for FLuc-dependent activation tests, biochemical, ATPlite luminescence; Luciferin 4-monooxygenase (Photinus pyralis), P08659; ATPlite luciferase biochemical, 10 min; 0 = ATP-free wells, 1 = DMSO control; activation factor at 10 µM; 200,000 tested, under 10 active; AID 1027, 2008;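 active = luciferase activation factor, scaled between plate controls, of at least 2 with compound at 10 µM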
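Material: luciferase plus luciferin reagent, cell-free. Medium: PBS buffer for ATP. Also added: ATP substrate, dispensed from a 10.24 µM working solution in PBS. Doses: test compounds dosed from 2 mM stocks in 100% DMSO. Incubation: 10 min post-reagent at room temperature. Technique: light output (luminescence). Read-out basis: luminescence gain marking luciferase activators.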
bIAP act – bovine intestinal alkaline phosphatase activators, primary screen, biochemical, bovine IAP, CDP-star luminescence | alkaline phosphatase, intestinal [Bos taurus] | AID 1016, 2008 | activation factor at 20 µM | 200,000 tested, 0.17% active | purified bovine IAP, 30 min; stronger effect = higher value; fold of DMSO-control signal, blank-subtracted;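 active = activation factor of 2 or more at 20 µM, a signal rise over negative controls twice the positive control's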
Lmaj promast – Leishmania major promastigote growth inhibition, primary screen; Leishmania major promastigotes, resazurin fluorescence viability; 200,000 tested, 9% active; AID 1063, 2008; inhibition, % at 10 µM; in the data active = inhibition above about 50%;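 also: promastigotes grown with compound for 44 hours at 28 °C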
APP transl inh – inhibitors of APP translation via 5'UTR reporter, primary screen, APP 5'UTR luciferase, SH-SY5Y cells; 190,000 tested, 0.82% active; SH-SY5Y APP 5'UTR-luciferase reporter, luminescence; inhibition, % at 2 µM; AID 1285, 2008;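 active = inhibition above a set limit, derived from the sample mean plus 3 SD, cut at about 45% in these data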; also: values of inactives mirror those of a sister screen read the other way
TNAP inh hi DEA – human TNAP enzyme inhibitors, primary screen, biochemical, luminescent, high phosphate acceptor level, uHTS. Alkaline phosphatase, tissue-nonspecific isozyme (Homo sapiens), P05186. purified TNAP, CDP-star luminescence, 1 M DEA. inhibition, % at 20 µM. 200,000 tested, 0.03% active;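 active = over 50% inhibition of tissue-nonspecific alkaline phosphatase at 20 µM in the single-dose screen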;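 also: plate controls were DMSO wells for no effect and EDTA-quenched wells as full inhibition for full effect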
Target sequence (P05186 whole entry, looked up): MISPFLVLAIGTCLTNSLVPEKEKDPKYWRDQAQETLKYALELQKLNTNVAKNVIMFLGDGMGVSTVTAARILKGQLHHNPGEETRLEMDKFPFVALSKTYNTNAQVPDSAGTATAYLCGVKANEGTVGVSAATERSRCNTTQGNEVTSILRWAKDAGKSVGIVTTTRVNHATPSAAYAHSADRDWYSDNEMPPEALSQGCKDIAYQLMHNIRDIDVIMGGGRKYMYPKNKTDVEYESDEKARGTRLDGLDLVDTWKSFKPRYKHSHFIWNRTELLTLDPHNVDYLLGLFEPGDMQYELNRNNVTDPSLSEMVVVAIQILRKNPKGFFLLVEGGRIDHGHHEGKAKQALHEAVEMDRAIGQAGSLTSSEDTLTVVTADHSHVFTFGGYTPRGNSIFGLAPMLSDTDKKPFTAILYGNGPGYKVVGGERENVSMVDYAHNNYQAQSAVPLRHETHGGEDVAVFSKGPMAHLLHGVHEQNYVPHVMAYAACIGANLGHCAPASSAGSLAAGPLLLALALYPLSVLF
TNAP act hi DEA – TNAP activators at high phosphate acceptor level, primary screen, biochemical, luminescence, uHTS; purified TNAP, CDP-star luminescence, 1 M DEA, 30 min; stronger effect = higher value; 0 = EDTA background, 1 = DMSO-only activity; activation factor at 20 µM; 200,000 tested, under 10 active; AID 1136, 2008;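 active = activation factor at least 2 at 20 µM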
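Assay system: human TNAP; Input: enzyme diluted 1/800 final; Reagent: CDP-star luminogenic substrate at 100 µM final; Timing: 30 min, room temperature; Signal: luminescence; Evaluation: TNAP activation factor scaled between EDTA and DMSO control wells.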
bIAP inh – bovine intestinal alkaline phosphatase inhibitors, primary screen, selectivity assay for TNAP inhibitor project, biochemical, bovine IAP, CDP-star luminescence. purified bovine IAP, 30 min. inhibition, % at 20 µM. 190,000 tested, under 10 active. AID 1019, 2008;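 active = over 50% inhibition of intestinal alkaline phosphatase at 20 µM in the single-dose screen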
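System: Purified bovine intestinal alkaline phosphatase (IAP) enzyme | Input: IAP diluted 1/65,000,000 in the well | Also added: CDP-star chemiluminescent phosphatase substrate, 30 µM final | Dosing: 20 µM single dose | Times: Enzyme reaction for 30 min at room temperature | Detection: Luminescence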
TNAP inh noacc – human TNAP enzyme inhibitors, primary screen, biochemical, luminescent, no phosphate acceptor, uHTS; Alkaline phosphatase, tissue-nonspecific isozyme (Homo sapiens), P05186; purified TNAP, CDP-star luminescence, 30 min; inhibition, % at 20 µM; 200,000 tested, 0.26% active;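 active = tissue-nonspecific alkaline phosphatase inhibition above about 50% at 20 µM in the single-dose screen, limit read from the data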;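 also: 0% = DMSO negative control and 100% = EDTA positive control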
* = called active by the depositor; . = not tested or not shown.

SMILES | FLuc inhib CS | RAM network inh | FLuc act counter | bIAP act | Lmaj promast | APP transl inh | TNAP inh hi DEA | TNAP act hi DEA | bIAP inh | TNAP inh noacc
O=C(Nc1ccc2c(c1)C(=O)N(c1ccccc1)C2=O)c1cccs1 | -4 | 4.3 | 1 | 0.9 | -4 | -7 | -8 | 1.1 | 14 | -10
COC(=O)Cc1sc(-c2ccccn2)nc1-c1ccccc1 | -1 | 1.6 | 1 | 1.1 | -7 | 3 | -3 | 1 | -13 | -17
O=C(NCCc1ccc2c(c1)OCCO2)c1ccc(F)cc1 | 14 | 2.0 | 0.9 | 0.9 | -7 | -12 | 0 | 1 | 5 | -6
O=C(C1CCCCC1)N(Cc1nc2sc3c(c2c(=O)[nH]1)CCCC3)Cc1cccs1 | -2 | 4.7 | 1 | 1 | 2 | 2 | -8 | 1.1 | 4 | -12
COC(=O)c1ccc(COc2ccccc2/C=C(\C#N)C(=O)Nc2ccc(C)cc2C)cc1 | -2 | 2.4 | 1 | 1 | 10 | -1 | -2 | 1 | 3 | -10
O=C(Cc1cccc(C(F)(F)F)c1)NCC(c1ccco1)N1CCCCC1 (stereo not given) | -4 | 2.1 | 1 | 1 | 2 | -1 | -2 | 1 | 2 | -22
CCCCCOCC1CC(C/C(C)=N/Nc2nc(-c3ccccc3)cs2)C(=O)O1 (stereo not given) | -3 | 2.6 | 1 | 0.9 | 1 | 4 | 3 | 1 | 10 | -1
CCN(CC)CCCN1C(=O)c2oc3ccccc3c(=O)c2C1c1cc(OC)ccc1OC (stereo not given) | -5 | 0.9 | 1 | 1 | 4 | -2 | -2 | 1 | -3 | 2
COc1ccc(N2C(=O)CC(Nc3ccc(C)cc3)C2=O)cc1 (stereo not given) | -7 | 3.2 | 1.1 | 0.9 | -4 | -9 | -2 | 1 | 13 | 6
CCC(=O)n1nc(-c2ccc(OC)cc2)nc1SC | 6 | 1.0 | 0.9 | 0.9 | -1 | -28 | 3 | 1 | 7 | 54*
O=C(COC(=O)CN1C(=O)C2CCCCC2C1=O)Nc1ccc(S(=O)(=O)N2CCOCC2)cc1 (stereo not given) | -3 | 1.7 | 1 | 0.9 | 57* | -2 | 3 | 1 | 7 | -14
COc1ccc(/C=N/Nc2cc(C)nc(N)n2)cc1 | 14 | 0.0 | 0.9 | 1.3 | 60* | -16 | -4 | 1 | -26 | -11
C1=C2C[N+]3(CCCC3)CC2Cc2ccc3ccccc3c21 (stereo not given) | -5 | 0.0 | 1.1 | 1.1 | 1 | 12 | -7 | 1.1 | -9 | -28
Cc1cc2ccccc2c(=O)n1CC(=O)NCC(=O)N(C)Cc1ccccc1 | -7 | -0.2 | 1.1 | 1 | -4 | 23 | -3 | 1 | 2 | -8
CCNc1nc(CN2CCOCC2)nc2sc3c(c12)CCC3 | -2 | -0.3 | 1 | 1 | 9 | 5 | -4 | 1 | 3 | -8
CN(C)CCCN1C(=O)C(=O)/C(=C(/O)c2ccccc2)C1c1ccccn1 (stereo not given) | -2 | . | 1 | 0.9 | . | . | -2 | 1 | 10 | -5
COc1ccccc1/C=N/NC(=O)C(=O)Nc1ccccc1OC(F)(F)C(F)F | -6 | 0.9 | 1.1 | 0.9 | -5 | 32 | -2 | 1 | 12 | -12
O=C(NCCc1nc2ccccc2[nH]1)/C(=C/c1ccco1)NC(=O)c1ccco1 | 5 | 1.5 | 1 | 1.2 | -2 | 10 | -3 | 1 | -16 | -6
CS(=O)(=O)N1CCN(c2ccc(NC(=S)NC(=O)c3ccccc3[N+](=O)[O-])cc2)CC1 | -4 | 5.1 | 1 | 1 | -8 | -2 | 2 | 1 | 0 | 10
CCn1c2ccccc2c2cc(NC(=O)CSc3nnc(C4CC4)n3Cc3ccco3)ccc21 | 3 | 4.8 | 1 | 1.2 | 3 | 3 | -3 | 1 | -17 | 1

In the list so far, 2 contain an NH in an aromatic ring:
SMILES | FLuc inhib CS | RAM network inh | FLuc act counter | bIAP act | Lmaj promast | APP transl inh | TNAP inh hi DEA | TNAP act hi DEA | bIAP inh | TNAP inh noacc
O=C(C1CCCCC1)N(Cc1nc2sc3c(c2c(=O)[nH]1)CCCC3)Cc1cccs1 | -2 | 4.7 | 1 | 1 | 2 | 2 | -8 | 1.1 | 4 | -12
O=C(NCCc1nc2ccccc2[nH]1)/C(=C/c1ccco1)NC(=O)c1ccco1 | 5 | 1.5 | 1 | 1.2 | -2 | 10 | -3 | 1 | -16 | -6

Remaining list, next part.
SMILES | FLuc inhib CS | RAM network inh | FLuc act counter | bIAP act | Lmaj promast | APP transl inh | TNAP inh hi DEA | TNAP act hi DEA | bIAP inh | TNAP inh noacc
O=C(c1ccccc1NS(=O)(=O)c1cccc(C(F)(F)F)c1)N1CCc2ccccc21 | -6 | 5.1 | 1.1 | 1.3 | 66* | -19 | 0 | 1 | -29 | -6
CS(=O)(=O)N1CC(C(=O)NN)Oc2ccc(Cl)cc21 (stereo not given) | -5 | 0.1 | 1 | 0.9 | -3 | -6 | -5 | 1.1 | 7 | -13
CC1(C)COC(c2ccc(F)c([N+](=O)[O-])c2)=N1 | -1 | 3.0 | 1 | 0.9 | 4 | -6 | 0 | 1 | 10 | -16
CS(=O)(=O)NCC(c1ccco1)N1CCN(c2ccc(F)cc2)CC1 (stereo not given) | -1 | 0.4 | 1 | 0.9 | -1 | -8 | 3 | 1 | 5 | 7
Cc1ccc(NC(=O)CSC2=C(C#N)C(c3ccc4c(c3)OCO4)C3=C(CCCC3=O)N2)c(C)c1 (stereo not given) | -4 | 4.7 | 1 | 1.1 | -1 | 0 | -7 | 1.1 | -5 | -8
CCOC(=O)N1CCN(CC(=O)Nc2c(C(=O)OC)[nH]c3ccc(Cl)cc23)CC1 | -2 | 1.9 | 1 | 1.1 | 3 | 0 | -6 | 1.1 | -6 | 2
Cc1nn2c(-c3cccc(NC(=O)c4ccco4)c3)nnc2c2ccccc12 | -1 | 7.8 | 1 | 1 | 101* | 14 | 0 | 1 | 2 | -4
FC(F)(F)c1cccc(CNc2ncccc2-c2nc3cc(Cl)ccc3o2)c1 | -4 | 8.5* | 1 | 1 | -2 | 7 | -6 | 1.1 | 2 | -14
CC(=O)c1c(C)[nH]c(C(=O)CN2C(=O)NC(C)(c3ccc(C)cc3)C2=O)c1C (stereo not given) | -10 | 0.0 | 1.1 | 1.2 | 2 | -17 | -3 | 1 | -19 | -6
CCCNC(=O)NC(=O)CSc1ncc(C(F)(F)F)cc1Cl | -3 | 0.4 | 1 | 0.9 | -2 | 17 | -5 | 1 | 11 | -11
CCN(CC)C(=O)CSc1nc2ccccc2c(=O)n1CCC(=O)N1CCN(c2ccccc2)CC1 | 0 | 0.5 | 1 | 1.1 | 10 | 1 | -1 | 1 | -10 | -7
Cc1ccccc1OCCCC(=O)Nc1ccc(N2CCOCC2)cc1 | -7 | 0.7 | 1.1 | 1 | 28 | 12 | -9 | 1.1 | 5 | -12
CC(=O)c1nn(-c2cccc(Br)c2)cc1C(=O)c1cccc2ccccc12 | -1 | 2.4 | 1 | 0.9 | 0 | -2 | -7 | 1.1 | 7 | -6
O=C(CCC1CCCN(C(=O)c2ccco2)C1)NCc1ccccc1F (stereo not given) | -7 | 0.5 | 1.1 | 1 | -1 | -14 | -2 | 1 | 2 | -8
COC(=O)Cn1c(=NC(=O)c2cc(-c3cccs3)nc3ccccc23)sc2cc(S(N)(=O)=O)ccc21 | -2 | 6.9 | 1 | 0.9 | 46 | 3 | -1 | 1 | 10 | -15
CCOC(=O)Nc1cc(C(=O)OCC)c(C)nc1C | 0 | 1.5 | 1 | 0.9 | -3 | -11 | -5 | 1 | 6 | -13
COc1ccc(N(CC(=O)NCc2ccccc2C)S(=O)(=O)c2ccccc2[N+](=O)[O-])c(OC)c1 | -5 | 3.4 | 1 | 1 | 22 | 10 | 0 | 1 | 4 | -4
Cc1nc(SCc2ccccc2)c2ccsc2n1 | -6 | 2.2 | 1.1 | 0.9 | 0 | 17 | -1 | 1 | 11 | -7
CCOc1ccc(OCC)c(NC(=O)CN2CCN(c3ccc(C)cc3C)CC2)c1 | -7 | -0.3 | 1.1 | 1 | 7 | -3 | 0 | 1 | -3 | -6
C=CCNc1nc(Nc2ccc(-c3nc4ccccc4o3)cc2)nc(N2CCOCC2)n1 | 4 | 6.8 | 1 | 1.1 | 98* | . | 8 | 0.9 | -6 | 2
O=C(OCC(=O)c1ccc[nH]1)c1ccc(S(=O)(=O)N2CCCCCC2)cc1 | -6 | 3.3 | 1.1 | 0.8 | -4 | 3 | -1 | 1 | 16 | -10
O=C(NNC(=O)C1C2CCC(C2)C1C(=O)O)c1ccc(Cl)cc1 (stereo not given) | -3 | 0.0 | 1 | 1 | -5 | -6 | -1 | 1 | 2 | 2
Cc1cc(-c2ccc(/C=N/n3cnnc3)o2)c([N+](=O)[O-])cc1C | -4 | 1.2 | 1 | 1 | 2 | 12 | -3 | 1 | 4 | -9
Cn1c(SCC(=O)N/N=C/c2cccs2)nc2ccccc21 | -1 | 0.0 | 1 | 0.7 | 0 | -6 | -5 | 1.1 | 28 | -14
CCOC(=O)C1=C(CSc2nc(CC)c(C)cc2C#N)OC(N)=C(C#N)C1c1ccc(OC)cc1 (stereo not given) | -3 | 2.6 | 1 | 1.1 | 0 | -15 | 0 | 1 | -9 | -8
O=C(NCc1nnc(SCc2ccccc2)n1-c1ccccc1)C12CC3CC(CC(C3)C1)C2 | -2 | -0.2 | 1 | 0.8 | 16 | -25 | -5 | 1.1 | 16 | -10
CCN(Cc1ccccc1)C(=O)C1CCN(Cc2ccc(SC)cc2)CC1 | -2 | -0.5 | 1 | 1.1 | 88* | 6 | -1 | 1 | -12 | -5
Cc1nn(-c2ccccc2)c(Cl)c1C(=O)NCCCCNC(=O)c1c(C)nn(-c2ccccc2)c1Cl | 1 | 1.8 | 1 | 0.9 | 8 | 13 | -3 | 1 | 11 | -11

Some of these compounds in order of the TNAP inh noacc value, highest first:
canonical_smiles,FLuc inhib CS,RAM network inh,bIAP act,APP transl inh,TNAP inh hi DEA,TNAP act hi DEA,bIAP inh,TNAP inh noacc
CCN(Cc1ccccc1)C(=O)C1CCN(Cc2ccc(SC)cc2)CC1,-2,-0.5,1.1,6,-1,1,-12,-5
Cc1nn(-c2ccccc2)c(Cl)c1C(=O)NCCCCNC(=O)c1c(C)nn(-c2ccccc2)c1Cl,1,1.8,0.9,13,-3,1,11,-11
Cn1c(SCC(=O)N/N=C/c2cccs2)nc2ccccc21,-1,0.0,0.7,-6,-5,1.1,28,-14

High-throughput results (PubChem)
